Bioassay records deposited in PubChem by several laboratories.
DUSP3 inh: DUSP3 (human) phosphatase inhibition. P51452. 290,000 tested, 0.52% active. inhibition, % at 13.3 µM. recombinant VHR phosphatase, pNPP absorbance; in the data active = inhibition above about 50%; note: some compounds called inactive have numbers as strong as hits
BoNT-A LC inh2: BoNT A light chain protease inhibition. multiplex microsphere protease substrate cleavage, flow cytometry. inhibition, % at 10 µM. 360,000 tested, 0.17% active. AID 588499; note: plate controls were buffer without enzyme for full effect and enzyme alone for no effect
TcdB inh: TcdB glycohydrolase inhibition | P18177 | inhibition, % at 9.99 µM | 350,000 tested, 0.24% active | TcdB glycohydrolase enzymatic assay, plate reader | AID 652162; in the data active = inhibition above about 10%
Target sequence (P18177 whole entry, looked up): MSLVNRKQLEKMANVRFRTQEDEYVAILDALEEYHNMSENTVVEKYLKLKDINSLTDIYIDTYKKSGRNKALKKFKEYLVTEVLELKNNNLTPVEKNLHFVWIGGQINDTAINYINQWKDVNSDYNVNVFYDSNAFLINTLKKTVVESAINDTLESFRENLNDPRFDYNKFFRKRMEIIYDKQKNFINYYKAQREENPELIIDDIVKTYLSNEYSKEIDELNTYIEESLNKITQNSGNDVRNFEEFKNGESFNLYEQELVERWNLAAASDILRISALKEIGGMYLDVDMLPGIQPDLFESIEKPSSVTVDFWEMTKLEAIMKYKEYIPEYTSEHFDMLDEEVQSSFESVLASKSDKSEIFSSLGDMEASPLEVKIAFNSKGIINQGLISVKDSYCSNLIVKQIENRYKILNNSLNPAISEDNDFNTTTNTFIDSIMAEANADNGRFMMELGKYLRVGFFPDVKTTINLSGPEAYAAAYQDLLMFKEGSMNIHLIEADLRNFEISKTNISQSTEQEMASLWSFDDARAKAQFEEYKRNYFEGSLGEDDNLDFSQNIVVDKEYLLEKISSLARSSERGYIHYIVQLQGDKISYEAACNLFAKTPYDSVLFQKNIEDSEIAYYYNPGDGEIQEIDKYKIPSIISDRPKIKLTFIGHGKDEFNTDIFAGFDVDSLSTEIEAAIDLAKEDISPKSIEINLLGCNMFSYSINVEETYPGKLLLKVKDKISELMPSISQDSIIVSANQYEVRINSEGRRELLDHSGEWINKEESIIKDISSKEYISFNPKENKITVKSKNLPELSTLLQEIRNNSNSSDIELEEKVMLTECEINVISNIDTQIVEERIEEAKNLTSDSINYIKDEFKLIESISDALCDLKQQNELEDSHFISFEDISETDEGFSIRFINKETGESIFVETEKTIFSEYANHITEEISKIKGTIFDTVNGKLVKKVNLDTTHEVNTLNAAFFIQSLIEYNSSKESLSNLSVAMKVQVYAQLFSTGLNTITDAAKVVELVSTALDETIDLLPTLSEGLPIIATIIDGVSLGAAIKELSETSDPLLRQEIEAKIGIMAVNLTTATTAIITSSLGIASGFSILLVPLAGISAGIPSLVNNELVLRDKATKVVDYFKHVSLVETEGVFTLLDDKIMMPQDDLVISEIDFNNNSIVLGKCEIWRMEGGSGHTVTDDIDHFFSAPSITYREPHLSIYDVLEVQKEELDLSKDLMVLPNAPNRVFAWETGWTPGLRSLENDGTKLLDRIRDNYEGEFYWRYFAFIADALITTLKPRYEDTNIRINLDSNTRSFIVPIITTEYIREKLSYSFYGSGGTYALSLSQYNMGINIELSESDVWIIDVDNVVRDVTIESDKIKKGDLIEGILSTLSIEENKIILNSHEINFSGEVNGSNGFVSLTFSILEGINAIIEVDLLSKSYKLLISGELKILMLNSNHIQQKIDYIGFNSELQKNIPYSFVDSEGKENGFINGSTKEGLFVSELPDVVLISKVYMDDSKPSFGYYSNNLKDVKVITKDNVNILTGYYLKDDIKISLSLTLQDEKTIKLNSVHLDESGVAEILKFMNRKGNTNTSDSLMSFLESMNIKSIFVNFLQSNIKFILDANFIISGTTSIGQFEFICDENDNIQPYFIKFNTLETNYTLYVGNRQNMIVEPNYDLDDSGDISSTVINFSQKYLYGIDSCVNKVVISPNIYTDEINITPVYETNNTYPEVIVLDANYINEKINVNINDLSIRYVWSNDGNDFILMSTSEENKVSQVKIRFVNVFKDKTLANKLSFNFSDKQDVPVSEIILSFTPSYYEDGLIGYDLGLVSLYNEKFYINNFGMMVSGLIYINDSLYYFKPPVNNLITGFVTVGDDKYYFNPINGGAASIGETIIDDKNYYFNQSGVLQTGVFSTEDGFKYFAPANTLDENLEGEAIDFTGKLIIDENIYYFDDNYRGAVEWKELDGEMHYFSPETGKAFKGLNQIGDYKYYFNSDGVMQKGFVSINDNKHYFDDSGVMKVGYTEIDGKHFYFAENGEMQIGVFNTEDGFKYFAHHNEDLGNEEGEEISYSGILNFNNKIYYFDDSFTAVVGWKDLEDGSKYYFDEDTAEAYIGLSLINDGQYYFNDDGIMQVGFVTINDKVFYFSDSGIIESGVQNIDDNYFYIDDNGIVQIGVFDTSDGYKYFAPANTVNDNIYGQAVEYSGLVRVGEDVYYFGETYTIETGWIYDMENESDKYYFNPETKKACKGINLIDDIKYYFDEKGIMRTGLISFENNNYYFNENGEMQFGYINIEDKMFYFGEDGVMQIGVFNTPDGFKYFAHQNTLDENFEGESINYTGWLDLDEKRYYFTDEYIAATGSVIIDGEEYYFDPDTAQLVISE
PfHsp40 rescue: compounds rescuing yeast from Plasmodium falciparum HSP40 toxicity | S. cerevisiae expressing PfHsp40, growth rescue, ATP luminescence | growth rescue, % at 12.5 µM | 340,000 tested, 0.68% active; in the data active = growth rescue above about 28%, passing the limit was not always enough;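 note: yeast W303a lacking pdr1 and pdr3 grown in galactose medium; growth measured after three days at 30 °C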
BH1578 lux ind: inducers of Vibrio cholerae quorum light production without autoinducers | activation, % at 18.7 µM | V. cholerae BH1578 lux reporter, luminescence, 6 h | 350,000 tested, 0.16% active; in the data active = activation mostly above about 9.7%, no sharp cut-off; note: not every result past the cut was called active; inactives centre near 0; reference of the scale not given here
CCHF vOTU inh: CCHFV vOTU protease inhibition. Pep-AMC fluorescence. inhibition, % at 11.5 µM. 370,000 tested, 0.55% active; in the data active = inhibition above about 30%; note: 0% = vehicle wells with enzyme and 100% = no enzyme wells
Anthrax LF prot: inhibitors of Bacillus anthracis lethal factor protease. multiplex microsphere protease cleavage assay, LF. inhibition, % at 10 µM. 360,000 tested, 0.12% active; note: plate controls were buffer without enzyme for full effect and enzyme alone for no effect
PriA SSB inh: inhibitors of Klebsiella pneumoniae PriA binding to SSB C-terminal tail; AlphaScreen SSBct-PriA binding, biotinylated peptide; inhibition, % at 33 µM; 430,000 tested, 0.6% active; AID 1272365; in the data active = inhibition mostly above about 37%, no sharp cut-off; inactive = mostly below about 20%;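 note: plate controls were negative control peptide for no effect and reference peptide for full effect; strong numbers were not always called active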
3CLpro inhibitor: SARS-CoV 3CLpro protease inhibition. inhibition, % at 6 µM. 290,000 tested, 0.14% active. P0C6X7. AID 1706. recombinant SARS-CoV 3CLpro, quenched FRET peptide cleavage; in the data active = inhibition above about 12%
Yp Topo-I inh: Y. pestis Topo-I inhibition via cleavage products; Y. pestis Topo-I cleavage product accumulation, plate reader; activity, % at 10 µM; 360,000 tested, 0.064% active; in the data active = activity above about 50%, passing the limit was not always enough; note: inactives centre near 2
Numbers without * were called inactive; i = inactive; nt = not tested or not shown; & = joins results of further samples. Cut-off read from the data, not from the text of the source, unless noted: active = inhibition above about 30%; inconclusive = no clear call, values can overlap the other calls; inactive = below that. Some of the compounds tested; count on the stated rates, not on these rows.

SMILES | DUSP3 inh | BoNT-A LC inh2 | TcdB inh | PfHsp40 rescue | BH1578 lux ind | CCHF vOTU inh | Anthrax LF prot | PriA SSB inh | 3CLpro inhibitor | Yp Topo-I inh
COc1ccc(C(C)=O)cc1CSc1nnc(C)n1-c1ccccc1 | -1 | 2.2 | nt | -0.5 | -0.1 | -5 | 2 | -5 | 4 | 11
COc1ccc(CCCC(=O)NC(C)c2ccccc2)cc1 (stereo not given) | -2 | -1.4 | 1.0 | -0.3 | -0.3 | 3 | 1 | -16 | -6 | 8
CCN(CC)CCCCOc1ccccc1OC | 0 | 0.6 | -0.4 | -0.1 | -0.2 | -4 | -2 | 4 | -7 | 8
CCCCn1c(N)c(N(CCOC)C(=O)c2cc(S(=O)(=O)N3CCOCC3)ccc2F)c(=O)[nH]c1=O | nt | 0.4 | 0.9 | -0.1 | -11 | 10 | -1 | -10 | nt | -7
CCOc1cc(N2CCOCC2)c(OCC)cc1NC(=O)COC(=O)/C=C/c1ccc(OC(F)F)cc1 | nt | -3.4 | 1.9 | -0.6 | i | -6 | -6 | -6 | nt | 17
Cc1nc(C)c(-c2ccc(SCC(=O)Nc3cccc(Cl)c3C)nn2)s1 | 26 | -2.5 | -0.1 | 1.2 | -0.7 | 1 | -5 | -12 | -5 | 14
S=C(NCC1CCCO1)NC1CCCC1 (stereo not given) | 6 | -0.4 | 0.2 | 2.8 | -0.4 | -1 | 0 | 5 | 2 | -7
COc1ccc(-c2noc(COC(=O)c3ccco3)n2)cc1OC | nt | 1.3 | 0.5 | -1.1 | i | 11 | 11 | -9 | nt | -3
COc1ccc(C(=O)N2CCN(C(=O)Cc3ccccc3)CC2)cc1OC | 32 | -0.6 | 0.7 | -1.6 | -0.4 | 3 | 0 | -13 | 5 | 3
CC(=O)Nc1ccc(NC(=O)COC(=O)Cn2cnc3ccccc32)cc1 | nt | -0.1 | 1.2 | -1.1 | 3.4 | -6 | -10 | -8 | nt | 0
[O-][n+]1cccc2ncc3cscc3c21 | -2 | -0.2 | -0.2 | 0.4 | 0.0 | -1 | 0 | -10 | -5 | -5
O=C(Nc1ccccc1)C1=C[C@H](c2ccccc2)C[C@H](OCCCCO)O1 | nt | 0.4 | -0.2&1.3 | 9.5 | 1.1 | -2 | -12 | 5 | nt | 0
COC(=O)C1=C(O)/C(=C\c2cc(C)n(-c3ccccc3C)c2C)N=C1C | -11 | 2.0 | 0.1 | -0.9 | 0.9 | -8 | -9 | -8 | 0 | -11
CC(OC(=O)/C=C/c1cccs1)C(=O)NC1CCCCC1C (stereo not given) | -2 | -0.2 | 2.6 | 0.2 | -1.7 | 5 | -2 | 3 | 3 | 1
O=C(CCS(=O)(=O)c1ccc(Br)cc1)NCc1ccc(F)cc1 | 23 | 1.1 | 0.6 | -0.3 | -0.2 | -6 | -2 | 4 | 1 | 12
COCC(=O)Nc1nc2ccc(C)cc2s1 | -8 | 1.1 | nt | -0.1 | -0.1 | -14 | -4 | -1 | 5 | -3
CCCCOc1ccc(C(=O)Nc2ccc(S(=O)(=O)Nc3cc(C)on3)cc2)cc1OC | 22 | 0.1 | -0.7 | -0.9 | nt | 3 | 5 | -4 | 2 | -3
C[N+]1(CC2COC(c3ccco3)O2)CCCCC1 (stereo not given) | 16 | -0.2 | 0.1 | -1.0 | -0.3 | 7 | 0 | -5 | 1 | 3
CCOC(=O)c1ccc(NC(=O)NC2CC3CCC(C2)N3Cc2nnnn2C(C)(C)C)cc1 (stereo not given) | 6 | 2.6 | nt | 0.2 | -0.6 | 0 | 5 | -18 | -4 | 2
Cn1c(=O)c([N+](=O)[O-])c(NCC2CCCO2)c2ccccc21 (stereo not given) | 16 | -0.4 | -2.0 | 0.2 | 0.6 | -10 | 0 | -4 | -3 | 3
CS(=O)(=O)c1ccccc1C(=O)Nc1ccc(S(=O)(=O)N2CCCC2)cc1 | nt | -0.4 | 1.6 | -0.1 | i | -6 | -4 | -7 | nt | 0
O=C(CNC(=O)c1cccnc1)N/N=C/c1cccnc1 | 17 | -2.5 | 0.8 | -1.7 | i | 0 | 5 | nt | -1 | 3
Cc1ccc(C)c(N2CCN(CC3CC=CCC3)CC2)c1 (stereo not given) | 39 | 1.6 | nt | -1.0 | 1.5 | -12 | -3 | -11 | 0 | 12
NNC(=O)c1csc(-c2ccccc2)n1 | 18 | 0.4 | 0.4 | -0.3 | -0.7 | -8 | -16 | -11 | -1 | 0
Cc1ccc(/C([O-])=C(/C(=S)NCc2ccc3c(c2)OCO3)[n+]2ccc(N(C)C)cc2)c(C)c1 | 11 | 1.0 | 0.9 | -1.0 | 1.6 | 14 | 12 | nt | 2 | -4
COc1ccc2c(c1)C(c1ccc(N3CCOCC3)cc1)=NNC(c1cccnc1)=N2 | 13 | -0.4 | -3.2 | 0.9 | -0.1 | 6 | 1 | 28 | 0 | -1
CCCCCCCNC(=O)c1cc(-c2ccncc2)nc2ccccc12 | -20 | -0.4 | -10 | 5.8 | -0.3 | 0 | -8 | 2 | 4 | 22
O=C(Nc1ccccc1Cl)N1CCN(c2ncccn2)CC1 | -1 | 0.3 | nt | 1.5 | i | -4 | 1 | -17 | 0 | 6
COc1ccccc1NC(=O)c1cccc(S(=O)(=O)N2CCN(Cc3ccccc3)CC2)c1 | nt | 0.4 | 1.4 | -0.1 | -0.1 | 0 | -6 | 0 | nt | 9
CNC(CC(=O)c1ccc([N+](=O)[O-])cc1)C(Cl)(Cl)Cl (stereo not given) | 12 | 1.9 | nt | 15 | i | nt | -3 | 17 | 0 | -7
C[n+]1ccc(C(=O)NCCC[N+](C)(C)C)cc1/C=N/O | 35 | -2.0 | 0.4 | -0.7 | -1.5 | 3 | -3 | nt | 1 | 0
COc1ccccc1N=Nc1ccc(O)c2ncccc12 | 46 | 0.5 | 0.7 | 4.2 | -1.2 | 21 | -21 | 2 | 4 | 4
C=C(C)c1cccc(C(C)(C)NC(=O)NC2CCCC2)c1 | -4 | 0.1 | nt | 0.1 | -0.2 | -3 | 3 | -10 | 5 | -1
O=C(Nc1cn(-c2ccccc2)nc1-c1ccc(Cl)cc1)c1ccccc1 | -6 | 1.5 | nt | -0.8 | -0.5 | -12 | 2 | -1 | 5 | -1
CCN(CC)CCCNC(=O)C1c2ccccc2C(=O)N(CCOC)C1c1ccc(F)cc1 (stereo not given) | 19 | -1.0 | 0.0 | -0.4 | i | -15 | 1 | -1 | 4 | -3
CCCCNC(=O)COC(=O)CCC(=O)c1ccc(Cl)cc1 | 5 | -1.0 | 1.4 | -0.5 | i | 3 | -4 | -4 | 0 | 7
CC(Oc1ccc(Cl)cc1Cl)c1ccn[nH]1 (stereo not given) | 22 | -1.7 | -0.3 | 3.7 | i | -1 | -6 | -8 | 3 | 3
O=C(OC1CCCC1)c1ccc(Cl)cc1Cl | nt | -0.4 | 1.2 | -1.2 | i | 5 | -3 | -18 | nt | 1
O=C(NC(=S)Nc1ccc2[nH]c(=O)[nH]c2c1)c1cccc(F)c1 | 8 | -0.3 | 0.7 | -1.1 | -4.0 | 7 | -1 | -9 | 1 | -4
COC(=O)c1cn(NC(=O)Cc2c(F)cccc2Cl)c(=O)c2ccccc12 | 16 | 0.0 | -1.4 | -0.9 | i | -3 | 3 | 1 | -2 | -3
CC(C)NC(=O)N(C)C[C@@H]1Oc2cc(Br)ccc2S(=O)(=O)N([C@@H](C)CO)C[C@H]1C | nt | 0.3 | 1.1&1.2&-0.3 | nt | i | -4 | 4 | nt | nt | -3
COc1cc(F)ccc1-c1cc(C(=O)Nc2ccc(C)c(NS(C)(=O)=O)c2)[nH]n1 | nt | 0.1 | 0.5 | nt | -4.5 | -4 | -1 | nt | nt | -5
O=C(NCc1ccccc1Cl)c1cnccn1 | 31 | -0.4 | nt | -1.2 | i | 1 | 5 | -2 | -3 | 1
CCOC(=O)c1ccc(NC(=S)N2CCC(C(N)=O)CC2)cc1 | -1 | 0.0 | nt | 2.6 | -0.2 | -9 | 0 | -10 | 3 | 0
COc1ccc(N2CCN(C(=O)COC(=O)c3cc(S(=O)(=O)N(C)C)ccc3N3CCCC3)CC2)cc1 | nt | 1.0 | 0.4 | 0.2 | -14 | 13 | -5 | 6 | nt | 14
Cc1cc(Cl)ccc1NC(=O)COC(=O)c1c(C)noc1C | nt | -0.7 | 1.0 | 24 | -6.3 | 6 | 6 | -16 | nt | 2
CN1CCN(S(=O)(=O)c2cccc(C(=O)N3CCN(c4ccccc4)CC3)c2)CC1 | nt | 0.5 | -1.2 | -0.2 | 1.1 | -9 | -3 | -2 | nt | -1
COc1ccc(Oc2c(C=O)c3ccccc3n2C)cc1 | 20 | -0.3 | nt | 1.3 | 0.8 | 11 | -2 | -20 | 6 | 2
CCN1CCN(C(=O)CCc2nnc(CCc3ccc(OC)cc3)o2)[C@@H](C)C1=O | -8 | 2.2 | -1.0 | -0.4 | i | 2 | 0 | -6 | -1 | 5
Cn1c(=O)c2ncn(CC(=O)NCCC3=CCCCC3)c2n(C)c1=O | 18 | 3.4 | nt | -0.7 | -0.3 | -4 | 6 | -4 | 2 | -2
O=C(c1cccc(F)c1F)N1CCCc2ccccc21 | 8 | 0.3 | 1.7 | -0.9 | -0.8 | -11 | 10 | -16 | 3 | -7
O=C1c2ccccc2C(c2nnnn2-c2ccc3c(c2)OCCO3)N1Cc1cccc(F)c1 (stereo not given) | nt | 0.7&0.5 | -0.2&0.9 | nt | nt | -7&2 | 9&-9 | nt | nt | nt
CCOc1ccc(C(=O)C2CCN(CC(=O)Nc3ccccc3N3CCOCC3)CC2)cc1 | 0 | 0.7 | nt | -0.3 | -3.7 | -1 | -2 | -14 | 2 | 1
CC1(C)CC(=O)C2=C(C1)N(c1ccccc1)C(=O)CC2c1ccsc1 (stereo not given) | 32 | -0.7 | 1.9 | 3.6 | -0.2 | 7 | -7 | -9 | -6 | 1
N#C/C(=C(/O)COC(=O)c1ccc(Cl)c(S(=O)(=O)N2CCOCC2)c1)c1nc2ccccc2[nH]1 | 26 | -0.4 | -0.3 | -0.1 | -4.5 | -10 | -1 | -4 | 3 | -7
CCOC(=O)Nc1ccc(S(=O)(=O)N2CCC(c3nc4ccccc4[nH]3)CC2)cc1 | nt | 0.4 | 1.1 | nt | -0.4 | -8 | 2 | 4 | nt | -3
O=C(Nc1cccc(-c2nnc(-c3ccccc3)o2)c1)c1ccc(Br)o1 | -4 | 0.0 | 1.7 | 7.7 | -5.3 | -16 | -2 | -13 | -2 | 25
CCOc1cc(CNCc2cccs2)cc(Br)c1OCC | 26 | -0.2 | nt | 0.4 | i | 2 | -8 | -62 | -3 | 6
CC(C)(C)C(=O)Nc1cccc(C(=O)Nc2cc(C(=O)O)cc(C(=O)O)c2)c1 | -8 | -1.1 | -1.0 | 0.9 | -0.1 | 1 | -1 | 4 | -3 | 0
CCCC(c1nnnn1CCOC)N1CCN(c2cccc(OC)c2)CC1 (stereo not given) | 36 | -0.1 | nt | 0.6 | -0.7 | 2 | 2 | -8 | -2 | -1
Cc1cccc(-n2nnnc2SCC(=O)Nc2cccc(S(N)(=O)=O)c2)c1 | 23 | nt | 0.3 | -1.4 | 0.2 | 2 | nt | -2 | 5 | -5
